BLM inh – qHTS Assay for Inhibitors of Bloom's syndrome helicase (BLM); RecQ-like DNA helicase BLM (Homo sapiens), P54132; recombinant BLM DNA unwinding, fluorescence dequenching; Potency, µM (highest dose often 56.1 µM), for the others: at the top dose activity change, negative = inhibition, hits mostly inhibitors; 0.2% of 350,000 active; AID 2528, 2010;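 also: plate controls were vehicle for no effect and no enzyme for full effect; nearly all actives have a fitted effect of over 35% in size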
Target sequence (P54132 whole entry, looked up): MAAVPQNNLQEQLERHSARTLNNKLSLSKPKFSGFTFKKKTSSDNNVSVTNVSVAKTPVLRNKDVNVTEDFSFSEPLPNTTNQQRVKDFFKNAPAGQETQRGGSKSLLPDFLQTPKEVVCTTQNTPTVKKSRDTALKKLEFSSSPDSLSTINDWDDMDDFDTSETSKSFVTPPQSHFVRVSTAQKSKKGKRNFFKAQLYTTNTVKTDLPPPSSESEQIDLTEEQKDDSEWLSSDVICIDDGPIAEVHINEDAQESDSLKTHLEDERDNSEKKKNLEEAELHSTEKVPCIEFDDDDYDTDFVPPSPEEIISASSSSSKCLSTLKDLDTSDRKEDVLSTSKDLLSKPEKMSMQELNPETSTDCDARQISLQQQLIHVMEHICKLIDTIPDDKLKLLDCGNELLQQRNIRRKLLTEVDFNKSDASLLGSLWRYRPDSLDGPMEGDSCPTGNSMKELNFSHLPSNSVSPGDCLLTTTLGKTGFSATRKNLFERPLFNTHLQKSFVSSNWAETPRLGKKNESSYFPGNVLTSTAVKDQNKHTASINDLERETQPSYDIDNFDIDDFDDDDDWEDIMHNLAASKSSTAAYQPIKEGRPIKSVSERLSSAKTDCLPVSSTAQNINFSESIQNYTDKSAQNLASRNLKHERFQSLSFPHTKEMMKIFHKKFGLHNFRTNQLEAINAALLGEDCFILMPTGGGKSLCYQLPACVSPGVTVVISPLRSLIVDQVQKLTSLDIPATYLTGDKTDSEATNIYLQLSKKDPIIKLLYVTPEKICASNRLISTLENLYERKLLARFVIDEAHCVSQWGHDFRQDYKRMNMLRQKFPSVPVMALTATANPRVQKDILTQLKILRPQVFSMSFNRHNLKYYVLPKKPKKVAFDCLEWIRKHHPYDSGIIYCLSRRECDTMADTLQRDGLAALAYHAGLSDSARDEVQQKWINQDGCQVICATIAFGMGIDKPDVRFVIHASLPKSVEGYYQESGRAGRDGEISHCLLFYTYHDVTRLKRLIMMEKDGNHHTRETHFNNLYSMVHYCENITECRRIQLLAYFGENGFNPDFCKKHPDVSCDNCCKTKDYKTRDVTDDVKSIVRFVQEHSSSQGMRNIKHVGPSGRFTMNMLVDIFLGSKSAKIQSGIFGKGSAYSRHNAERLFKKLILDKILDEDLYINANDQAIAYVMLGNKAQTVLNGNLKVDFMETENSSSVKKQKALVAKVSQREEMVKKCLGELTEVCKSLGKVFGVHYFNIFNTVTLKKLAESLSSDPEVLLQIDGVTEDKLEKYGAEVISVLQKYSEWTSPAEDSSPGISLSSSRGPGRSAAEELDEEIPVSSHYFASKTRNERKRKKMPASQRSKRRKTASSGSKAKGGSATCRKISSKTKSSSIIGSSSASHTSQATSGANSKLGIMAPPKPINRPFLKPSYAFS
GLS inhibitor – qHTS for Inhibitors of Glutaminase (GLS) | Glutaminase kidney isoform, mitochondrial (Homo sapiens), O94925 | GLS enzymatic activity, qHTS titration | Potency, µM (titrated, usually from 45.5 µM), for inactives: at the highest dose activity change, negative = inhibition, usual class: inhibitors | 0.21% of 410,000 active | AID 624170, 2012; also: % is scaled to controls: 0 for no effect and ±100 for the full control effect
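Enzyme dispensed in phosphate buffer (45 mM, pH 8.2, 0.02% Tween-20), compounds pinned in, then 1 mM L-glutamine solution and the glutamate oxidase–HRP–Amplex Red mix added; fluorescence read immediately and again after 30 min at room temperature.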
POLI inh – qHTS for Inhibitors of Polymerase Iota. DNA polymerase iota (Homo sapiens), Q9UNA4. Pol iota fluorescent replication assay, 10 min. Potency, µM (top dose mostly 115 µM), for inactives: at the top dose activity, negative = inhibition, usual class: inhibitors. 1% of 390,000 active. AID 588590, 2011
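Fluorescent replication assay read twice, at 0 min and 10 min after adding 50 nM (final) substrate. Enzyme (10 nM) and compounds were first incubated 15 min at room temperature; enzyme-free buffer wells were negative controls.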
HP1b binding inh – HTS for Inhibitors of HP1-beta Chromodomain Interactions with Methylated Histone Tails. AID 540317, 2011. Chromobox protein homolog 1 (Homo sapiens), P83916. 0.56% of 390,000 active. Potency, µM (highest dose often 114 µM), for inactives: at the highest dose activity change, negative = inhibition, usual class: inhibitors. AlphaScreen HP1-beta / biotin-H3K9me3 peptide binding; also: nearly all actives have a fitted effect of over 70% in size; inactives centre near 23
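HP1-beta protein (50 nM final) preincubated 30 min at room temperature with biotinylated H3(1-18)K9me3 peptide (50 nM) in PBS pH 7.4, 0.01% Tween-20, then compound added for 30 min. AlphaScreen streptavidin donor/nickel chelate acceptor beads (10 ug/mL final), 30 min dark, luminescence read.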
Pin1 inhibitor – qHTS Assay to Find Inhibitors of Pin1; Peptidyl-prolyl cis-trans isomerase NIMA-interacting 1 (Homo sapiens), Q13526; Pin1 FP peptide displacement, HiFluor488, 10 min; Potency, µM (top dose mostly 115 µM), inactives show top-dose activity, negative = inhibition, most hits filed as inhibitors; 0.009% of 390,000 active; AID 504891, 2011; active = well fitted inhibition curve with a large enough effect in the polarisation, with a control signal flat, not every such curve was filed as active; inconclusive = small, poorly fitted or top-dose-only effect, or effect the other way, or a change in a side signal; inactive = no such curve, though single readings can be large or run the other way; the % refers to the polarisation; also: % is scaled to controls: 0 for no effect and ±100 for the full control effect
PGK inhibitor – qHTS Assay to Find Inhibitors of Phosphoglycerate Kinase. PGK/GAPDH coupled, Kinase-Glo luminescence, 60 min. Phosphoglycerate kinase, glycosomal (Trypanosoma brucei brucei), P07378. Potency, µM (titrated, usually from 57.5 µM), for the others: at the highest dose activity change, negative = inhibition, hits mostly inhibitors. 0.043% of 380,000 active; also: % is scaled to controls: 0 for no effect and ±100 for the full control effect; nearly all actives have a fitted effect of over 60% in size
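Luminescent ATP detection (Kinase-Glo Plus) follows a 60-minute room-temperature incubation, with wells lacking PGK as controls. Buffer: 100 mM TEA (pH 7.6), 5 mM MgCl2, 0.01% Tween-20. Coupling enzyme GAPDH (100 nM final) supplies unstable 1,3-BPG in-well.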
G9a block – qHTS Assay for Inhibitors of Histone Lysine Methyltransferase G9a; Histone-lysine N-methyltransferase EHMT2 (Homo sapiens), Q96KQ7; G9a H3K9 monomethylation, AlphaScreen, 2 h; Potency, µM (series often up to 102 µM), inactives show at the top dose activity, negative = inhibition, usual class: inhibitors; 8.8% of 350,000 active; AID 504332, 2011; also: % is scaled to controls: 0 for no effect and ±100 for the full control effect; nearly all actives have a fitted effect of over 75% in size
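Enzyme 20 nM + cpd, 15 min RT; add b-H3K9 pep 500 nM / SAM 20 uM; 2 h RT; anti-H3K9me1 Ab 0.5 ug/mL + SA donor / anti-rabbit acceptor beads 20 ug/mL each, 10 min; AlphaScreen read.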
JMJD2A Tudor inh – qHTS Assay for Inhibitors of JMJD2A-Tudor Domain; AlphaScreen JMJD2A-Tudor / H3K4me3 peptide binding; Potency, µM (doses to about 114 µM), without a hit: at the highest dose activity change, negative = inhibition, usual class: inhibitors; Lysine-specific demethylase 4A (Homo sapiens), O75164; 4.4% of 390,000 active; also: % is scaled to controls: 0 for no effect and ±100 for the full control effect; nearly all actives have a fitted effect of over 50% in size
BAZ2B block – qHTS Assay for Inhibitors of BAZ2B | Bromodomain adjacent to zinc finger domain protein 2B (Homo sapiens), Q9UIF8 | AlphaScreen BAZ2B-H3K14Ac peptide displacement | Potency, µM (doses to about 114 µM), inactives show at the top dose activity change, negative = inhibition, most hits filed as inhibitors | 4.4% of 360,000 active; also: % is scaled to controls: 0 for no effect and ±100 for the full control effect; nearly all actives have a fitted effect of over 60% in size
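Protein-peptide AlphaScreen: BAZ2B 50 nM, b-H3K14Ac 50 nM, 1x PBS pH 7.4 + 0.01% Tween-20. Preincubation 30 min RT; cpd 30 min RT (top 110 uM); beads 20 min RT, light-protected.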
Starred values were filed as active, the others as inactive; i = inactive; ? = inconclusive; . = not tested or not shown; & = joins results of further samples; [ ] = another dose, or the depositor's remark. Unless noted, calls follow the shape of the dose curve; as a rule, active = well fitted curve in the direction sought with a large enough effect; inconclusive = small, poorly fitted or top-dose-only effect, or another doubt; inactive = no such curve, though single readings can be large; an effect the other way counts as inactive or inconclusive. Potency is read from the fitted curve at half-maximal effect. An excerpt (hit frequency here may not be typical).

canonical_smiles | BLM inh | GLS inhibitor | POLI inh | HP1b binding inh | Pin1 inhibitor | PGK inhibitor | G9a block | JMJD2A Tudor inh | BAZ2B block
CCOCCCNC(=O)c1c(NC(=O)c2nc(SC)ncc2Cl)sc2c1CCCC2 | -1% | 0% | ? | 45%[activator] | 8% | . | 0%[59 µM] | -10% | -6%
Clc1ccc2c(N3CCNCC3)ccnc2c1 | -12% | 7% | 7% | 27% | -1% | 1% | -1%[59 µM] | -3% | 5%
CCc1ccccc1NC(=O)c1cccn(Cc2ccccc2F)c1=O | 0% | -4% | 12% | 27%[57 µM] | 0% | 11% | 12%[59 µM] | -5% | 0%
Cc1cccc(-n2c(/C=C/c3ccccc3O)nc3ccccc3c2=O)c1 | -5% | -2% | 27% | 39%[activator] | 1% | -3% | -2%[59 µM] | -11% | -1%
COc1cc(CNCCc2c[nH]c3ccccc23)cc(OC)c1 | -7% | 9% | 61%[activator] | ? | -8% | -2% | 32µM* | 3.5µM* | 50µM*
Cc1ccc(O)c(C(=O)c2cc(C(=O)NCCC(C)C)c(=O)n(CCC(C)C)c2)c1 | -3% | 15% | -7% | -1% | 28% | -3% | ? | -30% | -34%
O=C(CN1CC=C(c2ccccc2)CC1)Nc1cc(Cl)ccc1Cl | -2% | 4% | 13% | 91%[activator] | ? | i | 6%[59 µM] | 26% | 6%
OCCCc1ccc(O)c(O)c1 | -2% | 16% | 16% | ? | -4% | -1% | -122%[59 µM] | 40µM* | -14%
C[C@]12CCC(=O)C=C1CCC1C2CC[C@@]2(C)C1CC[C@@]2(O)CC#N (stereo partly drawn) | 1% | 1% | 5% | 47%[activator] | 6% | . | -8%[59 µM] | -6% | 3%
O=C(Nc1ccc(F)c([N+](=O)[O-])c1)N1C[C@H]2C[C@@H](C1)c1cccc(=O)n1C2 | 0% | 5% | 24% | 36% | -2% | i | . | -22% | -5%
C/C(=N\Nc1ccccc1)c1c(O)n(Cc2ccccc2)c(=O)[nH]c1=O | 0% | 27% | -3% | 29% | 21% | -1% | 10µM* | ? | -11%
O=c1[nH]c(=O)n(-c2ccc(F)cc2)c(O)c1C=NCCN1CCCCC1 | -1% | -11% | 48%[activator] | 24% | -1% | 9% | 2% | -1% | 3%
O=c1cc(CN2CCNCC2)nc2sccn12 | -3% | 0% | 155%[activator] | 12% | -6% | i | -12%[2.33 µM] | -6% | 1%
Cc1cc(OCC(=O)N[C@H](C(=O)O)c2ccccc2)c2c3c(c(=O)oc2c1)CCC3 | -7% | 16% | ? | -6% | 2% | i | 79µM* | ? | -3%
CCCCc1nc(N2CCNCC2)c(C#N)c2c1CSC(C)(C)C2 | 2% | -1% | 12% | -5% | -4% | -5% | -26%[59 µM] | -17%[57.1 µM] | -26%
C[C@]12CC[C@H](OC(=O)CCC(=O)O)CC1=CCC1C2CC[C@@]2(C)C1CC[C@@H]2OC(=O)CCC(=O)O (stereo partly drawn) | . | 6% | 4% | 12%[57 µM] | -2% | 2% | . | -6% | .
CCCOC(=O)c1c(N)n(Cc2cccs2)c2nc3ccccc3nc12 | -4% | -1% | 28% | 58%[activator] | -4% | 0% | 8%[59 µM] | 1% | 4%
CC(C)(C)C(=O)OC[N+](C)(C)CCOC(=O)C(O)(c1ccccc1)C1CCCC1 (stereo not drawn) | 1% | 3% | -13% | -2% | -1% | -7% | 7% | -5% | 4%
CC(=O)c1ccc(OC(C)C)c(Cc2c(O)[nH]c(=S)[nH]c2=O)c1 | -1% | -10% | -4% | 26% | 0% | -6% | . | 0% | -12%
CC(C)(C)c1ccc(/C=C2\Oc3cc(OC(=O)N4CCOCC4)ccc3C2=O)cc1 | -1% | 0% | 13% | -17% | -4% | i | 2%[59 µM] | ? | -2%
Cc1ccc2c(c1)C1CN(C)CCC1N2C(=O)c1cccnc1Cl (stereo not drawn) | -1% | 0% | 113%[activator] | 37% | 1% | -6% | . | -2% | -13%
CCCCn1c(O)c(C(C)=Nc2ccc(C(=O)O)cc2)c(=O)[nH]c1=O | 2% | 5% | ? | 21% | 2% | 2% | 45µM* | ? | ?
CCCNC(=O)N1[C@H]2CC[C@@H]1C(C(=O)OC)=C(c1c(C)noc1C)C2 | . | 6% | 5% | 26% | -10% | i | 10%[0.501 µM] | -23% | 6%
C=CCn1c(O)c(C(C)=NC2CCN(Cc3ccccc3)CC2)c(=O)[nH]c1=O | 0% | -12% | -15% | 1% | -9% | -6% | 21%[59 µM] | -11% | -2%
O=C1NS(=O)c2cc([N+](=O)[O-])cc([N+](=O)[O-])c21 (stereo not drawn) | 0% | -1% | -19% | 44%[activator] | 0% | -8% | . | -14% | ?
CCCNC(=O)c1c(N)n(CC2CCCO2)c2nc3ccccc3nc12 (stereo not drawn) | 3% | 2% | 12% | 258%[activator] | 7% | 4% | 51%[activator][59 µM] | 34%[57.1 µM] | 158%[activator]
Cc1ccc(C)c(NC(=S)NCCc2cnc[nH]2)c1 | 2% | 7% | 28% | 5% | -2% | -2% | -33% | -10% | -38%
Nc1c(C(=O)NCc2ccco2)c2nc3ccccc3nc2n1Cc1ccccc1 | -13% | -3% | ? | 77%[activator] | 63%[activator] | i | ? | 24% | 8%
COCc1cc(OC(=O)N(C)C)nc(-c2ccccc2)n1 | -2% | -10% | 0%[58.9 µM] | 20% | 14% | 5% | . | 8% | -1%
Cc1ccc(C(=O)n2c(N)nc3ccccc32)cc1 | 2% | 7% | 9% | 32% | -3% | ? | 27% | -16% | ?
Fc1ccc(C(OCCN2CCN(CCCc3ccccc3)CC2)c2ccc(F)cc2)cc1 | -5% | 0%&11% | -9%[58.9 µM] | -21% | 3% | 5% | ? | 50µM* | .
O=C(c1ccc2nc(-c3ccco3)c(-c3ccco3)nc2c1)N1CCC2(CC1)OCCO2 | 28µM* | -11% | ? | -10% | ? | -7% | ? | 89µM* | 56µM*
O=C(c1cc(Br)ccc1Cl)N1CCC2(CC1)OCCO2 | -3% | -4% | -1% | 17% | 12% | i | 10%[59 µM] | -8% | 5%
COC(=O)C1=C(c2ccc(F)cc2OCc2ccccc2)C[C@@H]2CC[C@H]1N2C(=O)NCc1ccccc1C(F)(F)F | . | -1% | 2% | 17% | 8% | -3% | 7%[2.33 µM] | -22% | 0%
CNC(=O)O/N=C(\N)Cc1csc2ccc(Cl)cc12 | -1% | 0% | 79%[activator] | 4% | 4% | -3% | . | -17% | -13%
CC1=C2[C@@H]3OC(=O)[C@H](C)C3CC[C@@]2(C)C=CC1=O (stereo partly drawn) | 4% | -1% | -16% | 25% | -1% | . | 41%[activator] | -11% | 10%
C[N+]12CN3CN(CN(C3)C1)C2 | -2% | -1% | 20% | 0% | 2% | -6% | 1.1µM* | -11% | -11%
Cc1cccc(N2C(=O)NC(=O)/C(=C/c3ccc([N+](=O)[O-])o3)C2=O)c1 | -8% | 7.1µM* | 3.2µM* | ? | ? | ? | ? | 20µM* | 22µM*
O=[N+]([O-])c1cccc(NP(=O)(N2CC2)N2CC2)c1 | . | -5% | -3% | 17%[57 µM] | 6% | -4% | . | -3% | .
CN(C=O)CP(=O)(O)CN(C)C=O | 2% | 5% | 14% | 7% | 3% | 3% | -31%[59 µM] | -27% | -2%
COc1ccc(OCC(=O)N2CCN(Cc3cc(=O)n4nc(-c5ccc(OC)cc5)sc4n3)CC2)cc1 | -8% | 1% | 53%[activator] | 17%[57 µM] | ? | i | 1%[59 µM] | -30% | 2%
CCC(Oc1cc(Cl)ccc1Cl)C(=O)N1CCC2(CC1)OCCO2 (stereo not drawn) | -5% | 4% | 31%[activator] | 36% | -14% | i | 93%[activator] | 4% | 2%
CCOC(=O)CN1C(=O)N[C@@H](c2cccc(C(F)(F)F)c2)C(C(C)=O)=C1C | -5%[12.4 µM] | -1% | 40%[activator] | 17% | -1% | -1% | . | -22% | .
CCC(C)NC(=O)c1c(N)n(Cc2ccc3c(c2)OCO3)c2nc3ccccc3nc12 (stereo not drawn) | ? | 8% | 7% | 92%[activator] | 3% | 0% | 10% | -8% | 9%
COc1ccc(C(O)c2cc(OC)ccc2OP(=O)(N(C)C)N(C)C)cc1 (stereo not drawn) | -1% | -3% | 2% | 33% | ? | -4% | -49%[59 µM] | -4% | 3%
COc1ccc(C2(C#N)CC[N+](C)(C)CC2)cc1 | -1% | 12% | 12% | 30% | -3% | -7% | . | -7% | 11%
CC(C)OC(=O)c1cc(C(=O)c2cc(Cl)ccc2O)coc1=N | -6% | 0% | 48%[activator] | 31% | 25% | -6% | 22%[59 µM] | -13%[11.4 µM] | -16%
O=C1c2ccccc2-c2cc3ccccc3cc21 | . | -8% | 8% | 113%[activator] | -7% | -11% | . | 8% | .
CCCCOc1ccc(CN2CCN(CC)CC2)cc1 | -1% | -5% | -12% | 42%[activator] | 0% | -1% | ? | 0% | -5%
O=C1NC(=O)C(Nc2ccccc2)C(=O)N1 | . | 5% | 3.2µM* | 28%[57 µM] | 2% | 1% | . | -8% | .
COc1ccc(Cn2c(N)c(C(=O)NCc3ccco3)c3nc4ccccc4nc32)cc1 | -14% | 6% | ? | 29% | 81%[activator] | -8% | 11% | -16% | -4%
O=C(NCc1cccs1)c1ccc(Br)o1 | -13% | 8% | 21% | 18% | 1% | i | 21%[59 µM] | -11% | 7%
